# Source: PubChem BioAssay (Broad Institute)
# PGC1a acetyl inh: modulators of PGC1a acetylation | U2OS PGC1a acetylation, AlphaScreen anti-acetyl-lysine; with virally co-expressed GCN5 acetyltransferase | inhibition, % at 15.6 µM | 350,000 compounds, 0.17% hits | AID 651687;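 active = every replicate shows inhibition of at least 40%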;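 also: 0% = neutral control wells and 100% = positive control wells; some results beyond the cut were filed as inactive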
# LGR2 antag: inhibitors of bursicon-induced Drosophila LGR2 receptor cAMP signaling | 380,000 compounds, 0.35% hits | HEK293 LGR2, CRE-luciferase, bursicon-stimulated, 4 h | inhibition, % at 9.99 µM | AID 720647;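 active = drop in luminescence signal, shown as inhibition above about 50% in the replicate tests, limit read from the data, passing the limit was not always enough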;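 also: agonist challenge used bursicon conditioned medium at about half maximal strength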
# EWS-Fli inh: blocks EWS/Fli oncoprotein-driven transcription. A673 NR0B1-luciferase reporter, viability-normalised. 350,000 compounds, 0.67% hits. inhibition, % at 12.6 µM;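 active = mean inhibition of at least 50% after viability correction, with every replicate also passing that limit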;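 also: firefly luciferase signal divided by Alamar Blue viability fluorescence both relative to DMSO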
# FN deposition inh: fibronectin deposition inhibition. AID 743247. 350,000 compounds, 0.086% hits. inhibition, % at 12.6 µM. AH1F fibroblasts, Alexa488-fibronectin deposition fluorescence, overnight;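 active = mean inhibition across replicates of 30% or more, regardless of how many single replicates reach that level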;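 also: positive control wells lacked labelled fibronectin entirely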
#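 Assay system: AH1F fibroblasts / Quantity: 10000 cells per well / Medium: DMEM plus 2% serum, read in PBS / Reagent: labelled fibronectin 24 nM / Dosing: single dose, pinned / Times: 1 h cell attachment, overnight exposure to compound and label / Signal: fluorescence, ex 485 nm, em 525 nm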
# PglD DTNB: inhibitors of Campylobacter jejuni PglD acetyltransferase; AID 602405; inhibition, % at 12.5 µM; purified PglD enzyme, DTNB colorimetric CoA detection; 360,000 compounds, 0.098% hits; in the data active = inhibition above about 16%, passing the limit was not always enough; also: strong numbers were not always called active
# PAX8 reporter: inhibitors of PAX8 transcriptional activity in RMG-I cells; inhibition, % at 12.6 µM; RMG-I TPO-luciferase reporter, SteadyGlo, 24 h; AID 652154; 360,000 compounds, 1.2% hits;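 active = mean replicate inhibition at least 60% with every replicate also reaching 60%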;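 also: luciferase light reporting Pax8 driven TPO promoter activity; plate controls were median of neutral control wells for no effect and mitoxantrone controls for full effect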
# ERAP1 HTS inh: blocks human ERAP1 aminopeptidase activity; recombinant ERAP1, Leu-AMC fluorescence, 60 min; inhibition, % at 10.7 µM; 340,000 compounds, 0.15% hits; AID 652197;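 active = mean replicate inhibition of at least 30%, or all replicates individually reaching that 30% level; inactive = mean below 30% and not every replicate reaching it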;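 also: 0% = neutral control wells and 100% = L-leucinethiol positive control wells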
# Target sequence (Q9NZ08 whole entry, looked up): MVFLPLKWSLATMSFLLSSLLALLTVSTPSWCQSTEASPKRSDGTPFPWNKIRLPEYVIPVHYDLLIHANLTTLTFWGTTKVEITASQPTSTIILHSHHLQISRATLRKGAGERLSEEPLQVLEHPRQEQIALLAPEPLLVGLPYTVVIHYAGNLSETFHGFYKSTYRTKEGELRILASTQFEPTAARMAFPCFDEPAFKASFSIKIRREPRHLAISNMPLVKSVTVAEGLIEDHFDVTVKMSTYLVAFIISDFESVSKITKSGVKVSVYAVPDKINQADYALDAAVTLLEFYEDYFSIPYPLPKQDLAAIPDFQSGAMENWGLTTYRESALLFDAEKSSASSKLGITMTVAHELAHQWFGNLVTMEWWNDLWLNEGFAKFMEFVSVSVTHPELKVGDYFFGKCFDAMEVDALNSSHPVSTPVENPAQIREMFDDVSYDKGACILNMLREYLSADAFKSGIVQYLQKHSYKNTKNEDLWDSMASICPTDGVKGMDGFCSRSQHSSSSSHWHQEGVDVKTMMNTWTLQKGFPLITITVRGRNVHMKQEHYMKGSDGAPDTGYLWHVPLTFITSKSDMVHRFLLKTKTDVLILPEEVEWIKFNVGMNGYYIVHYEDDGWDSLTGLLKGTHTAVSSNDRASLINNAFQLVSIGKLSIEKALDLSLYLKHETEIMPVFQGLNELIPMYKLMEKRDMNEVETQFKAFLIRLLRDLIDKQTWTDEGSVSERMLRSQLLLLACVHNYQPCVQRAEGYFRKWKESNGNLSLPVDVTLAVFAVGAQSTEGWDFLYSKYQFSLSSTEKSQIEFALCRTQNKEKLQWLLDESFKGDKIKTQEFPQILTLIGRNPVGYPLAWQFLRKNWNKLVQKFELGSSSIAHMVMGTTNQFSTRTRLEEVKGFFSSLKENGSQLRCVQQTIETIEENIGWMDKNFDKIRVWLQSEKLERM
# S100A4 MyoIIA: blocks human S100A4 binding to myosin IIA peptide | S100A4/TAMRA-MyoIIA peptide fluorescence polarization | inhibition, % at 10.7 µM | 360,000 compounds, 0.14% hits;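 active = mean inhibition of at least 70% across replicates, with every replicate also reaching that level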
# Target sequence (P26447 whole entry, looked up): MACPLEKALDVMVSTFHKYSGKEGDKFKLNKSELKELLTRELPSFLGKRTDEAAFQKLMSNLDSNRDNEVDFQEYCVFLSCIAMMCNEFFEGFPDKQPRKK
#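 Test system – S100A4 monomer (human) · Compound – single-point compound testing · Schedule – 5 min incubation before reading · Probe or stimulus – TAMRA-labelled myosin IIA heavy-chain peptide probe, 5 nM · Benchmarks – neutral control DMSO, positive control TFP · Medium – Calcium-containing HEPES buffer, pH 7.2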
# Active calls of the source: *; nt = no result given; & = joins results of further samples. Some of the compounds tested, so the mix of outcomes need not match the whole.
# Value order: PGC1a acetyl inh	LGR2 antag	EWS-Fli inh	FN deposition inh	PglD DTNB	PAX8 reporter	ERAP1 HTS inh	S100A4 MyoIIA
CC(=O)C1CCC2C3CCC4CC(O)CCC4(C)C3C(O)CC12C (stereo not given)
 : 19	-6	3	-7	nt	12	1	0
O=Cc1cn(Cc2c(F)cccc2Cl)nc1-c1ccccc1
 : nt	-14	-24	12	nt	-38	nt	2
COc1ccc(C2=NCC(=S)Nc3ccc(Cl)cc32)cc1OC
 : nt	7	20	8	nt	12	0	4
COCCNC(=O)N1[C@H]2CC[C@@H]1C(C(=O)OC)=C(c1ccc(OC(F)(F)F)cc1)C2
 : 5	9	6	-4	2	-1	-3	-1
COc1cccc(C2C([N+](=O)[O-])=C(N)Oc3c2c(=O)oc2ccccc32)c1 (stereo not given)
 : 3	nt	nt	-2	-7	-1	nt	nt
Cn1c(O)c(/C=C2\C=c3ccccc3=NC2=O)c(=O)n(C)c1=O
 : 12	-4	8	-13	9	7	-2	-11
C/C=C/c1ccc(C2[C@@H]3CN(C(=O)C4CCCC4)C[C@H]2N3)cc1 (stereo not given in full)
 : 6&-15	-17&2	3&3	-5&-2	nt	nt	0&-1	-6&8
COc1ccc(OC(=O)N(C)C[C@H]2OCc3ccccc3-c3c(n(C)c4ccccc34)C(=O)N([C@@H](C)CO)C[C@@H]2C)cc1
 : -1	13	2	-10	nt	33	1	6
C=CCn1c(O)c(C(C)=Nc2cccc(C(=O)O)c2)c(=O)[nH]c1=O
 : nt	-2	5	8	nt	-12	nt	-18
CN(C)S(=O)(=O)c1cccc(C(=O)N2CCC(C(=O)O)(c3ccccc3)CC2)c1
 : 33	7	0	-8	-1	4	-4	0
O=S(=O)(NC1CN2CCC1CC2)c1ccc(Cl)cc1 (stereo not given)
 : 15	2	6	1	-5	0	4	2
OC(c1ccccc1)(c1ccccc1)C1CN2CCC1CC2 (stereo not given)
 : nt	nt	-3	-11	nt	-2	-2	2
CCN1C[C@]2(COC)CC[C@H](OC)[C@@]34C5C[C@H]6C(=O)C5[C@](O)(C[C@H]6OC)[C@@](O)(C(OC)C23)[C@@H]14 (stereo not given in full)
 : 3	nt	-2	nt	-6	nt	nt	4
CCN(CC)C(=O)Cn1cc(/C=C2\C(=O)NC(=O)N(c3ccccc3F)C2=O)c2ccccc21
 : -4	13	6	5	-6	21	-3	-31
O=C1NCN(c2ccccc2)C12CCN(C(c1ccccc1)c1nnnn1Cc1ccccc1)CC2 (stereo not given)
 : -27	4	-7	-5	7	7	nt	-6
CC(=O)O/C(=C1\CC2C3CC=C4CC(OC(C)=O)CCC4(C)C3CCC2(C)C1=O)C(F)(F)F (stereo not given)
 : nt	12	1	5	nt	-2	0	5
CC(=O)C1C(N2CC2)CC2C3CC=C4CC(O)CCC4(C)C3CCC21C (stereo not given)
 : -27	-3	15	-8	-2	5	-7	-9
C=CCn1c(O)c(C(CC)=Nc2ccc(NC(C)=O)cc2)c(=O)[nH]c1=O
 : nt	-5	3	-5	nt	0	-3	-6
Cc1cc(-c2ccc(N)c(C)c2)ccc1N
 : -9	-7	11	nt	-3	nt	-6	2
CCCCc1nc2ccccc2c(=O)n1-c1ccc(Cl)cc1[N+](=O)[O-]
 : -14	6	nt	-17	-1	nt	nt	nt
C=CCn1c(O)c(C=NCCN2CCOCC2)c(=O)[nH]c1=S
 : 10	-3	-2	-4	-5	-13	nt	0
COc1ccc(C(=O)CC(c2ccc(OC)c(OC)c2)c2c(O)c3ccccc3oc2=O)cc1OC (stereo not given)
 : nt	0	3	-6	1	28	2	1
CN1CC2CN(Cc3ccccc3)S(=O)(=O)C2C1 (stereo not given)
 : -1	4	-8	5	2	-4	6	5
CC(C)C(NC(=O)C(C(C)C)N(C)C)C(=O)N(C)C(C(=O)N1CCCC1C(=O)N1CCCC1C(=O)NCc1ccccc1)C(C)C (stereo not given)
 : 3	-16	56*	-2	nt	76*	-6	0
Cc1ccccc1C(=O)N1Cc2ccccc2-n2nncc2C1
 : 2	2	-3	-4	-1	-7	nt	1
CCOC(=O)C1(CCc2ccccc2)CCN(Cc2cccc3c2OCO3)CC1
 : -10	34	11	1	nt	14	-2	-4
COc1ccc(C(CN(C)C)C2(O)CCCCC2)cc1 (stereo not given)
 : 9	6	-9	6	3	-8	-3	1
C/C(=N\Nc1cccc2ccccc12)c1c(O)n(Cc2ccccc2)c(=O)[nH]c1=O
 : 6	-1	nt	-8	-8	8	nt	nt
O=c1[nH]c(O)c(/C=C2/C=CC(c3cc(Cl)ccc3Cl)=N2)c(=O)[nH]1
 : 1	-57	13	0	4	-41	1	4
CCCCN1C(=O)NC(=O)C2(Cc3c(nc4ccccn4c3=O)N3CCc4ccccc4C32)C1=O (stereo not given)
 : -19	nt	nt	-13	0	30	nt	nt

# Single values from the results shown.
# C=CCn1c(O)c(C=NCCN2CCOCC2)c(=O)[nH]c1=S – EWS-Fli inh = -2
# C/C=C/c1ccc(C2[C@@H]3CN(C(=O)C4CCCC4)C[C@H]2N3)cc1 (stereo not given in full) – EWS-Fli inh = 3&3

# Next part.
# Value order: PGC1a acetyl inh	LGR2 antag	EWS-Fli inh	FN deposition inh	PglD DTNB	PAX8 reporter	ERAP1 HTS inh	S100A4 MyoIIA
CC=Cc1ccc2n(c1=O)C[C@@H]1[C@@H](CO)[C@H](C(=O)OC)[C@H]2N1S(=O)(=O)c1cccc(C)c1 (mixture of isomers)
 : nt	-5	-6	nt	-5	nt	2	6
Cn1cc(C=C2C(=O)NC(=O)NC2=O)c2ccccc21
 : nt	0	7	-1	-2	13	2	40
O=C1CC(=O)N(c2ccccc2)C(=O)N1
 : nt	6	-2	-3	nt	-4	2	-22
CN1Cc2cccnc2N(C)Cc2cc(Cl)ccc21
 : -3	-3	2	0	-4	35	-3	23
COP(=O)(OC)C(NC(=O)c1ccc(C)cc1)C(Cl)(Cl)Cl (stereo not given)
 : 3	-8	-4	nt	nt	-17	-3	0
COC(=O)C1=C(c2ccc(F)cc2F)C[C@@H]2CC[C@H]1N2C(=O)N1CCC(C)CC1
 : -14	7	0	-1	-2	-13	-4	-2
CN(C)P1(N(C)C)=Nc2c(c(N)nn2C)C(c2ccccc2)=N1
 : 0&0	15	4&-8	-7	0	nt	4&7	-2&3
C[C@]12CCC3C(CCC4=CC(O)CC[C@@]43/C=N/O)C1(O)CCC2C1=CC(=O)OC1 (stereo not given in full)
 : nt	82*	69*	-8	nt	109*	-1	-6
N#CC12c3ccccc3C(=O)N1Cc1cnnn1-c1ccccc12 (stereo not given)
 : 1	13	-4	7	1	2	-4	4
N#C/C(N)=C(/N)C#N
 : 6	-14	3	nt	-3	nt	4	-3
O=c1[nH]c(=O)n(Cc2ccco2)c(O)c1C=NCCN1CCOCC1
 : nt	-10	nt	nt	2	nt	2	2
COc1ccc(NP(=O)(Oc2ccccc2OC)Oc2ccccc2OC)cc1
 : nt	15	10	-13	nt	16	-3	-1
Cc1cccc(CN2CCN(CC(=O)N3CCC4(CC3)OCCO4)C2=O)c1
 : 4	nt	nt	1	-1	13	nt	nt
Cc1cc(OC(C)C(=O)NCc2ccncc2)c2c3c(c(=O)oc2c1)CCC3 (stereo not given)
 : -2	12	1	-1	2	-2	-1	2
CN1OC[C@@H]2COc3ccc4ccccc4c3[C@@H]21
 : -2	-10	-2	-3	nt	8	2	3
Cc1ncc(CN2CCCC(C(=O)c3cccc(Cl)c3)C2)s1 (stereo not given)
 : nt	19	-7	-8	nt	26	1	20
CC1CC2(C)C(=CC1=O)CCC1C3CCC(C)(O)C3(C)CC3OC312 (stereo not given)
 : 5	-6	0	-2	5	nt	-6	-12
Cc1nc2ccc(N3CCN(C)CC3)cc2nc1C
 : -2	-35	1	-3	nt	-22	-5	1
Cn1cccc1/C=C1/C(=O)NC(=O)N(Cc2ccc(F)cc2)C1=O
 : 4	18	9	-6	nt	-24	nt	0
CCC(C)C1NC(=O)C(NC(=O)C(CC(C)C)N(C)C(=O)C2CCCN2C(=O)C(C)O)C(C)OC(=O)C(Cc2ccc(OC)cc2)N(C)C(=O)C2CCCN2C(=O)C(CC(C)C)NC(=O)[C@H](C)C(=O)[C@H](C(C)C)OC(=O)CC1O (stereo not given in full)
 : 33	101*	72*	23	nt	95*	-1	0
CC(=O)OC1CCC2(C)C3CCC4(C)C(OC(C)=O)CCC4C3C(C)C2(O)C1 (stereo not given)
 : 1	-12	-3	-21	1	-11	-1	1
COC(=O)C1=C(c2ccccc2)C[C@@H]2CC[C@H]1N2C
 : 2	13	-10	8	3	1	-1	-2
C[N+](C)(C)CCOC(=O)CBr
 : nt	13	-13	-5	5	3	0	3
COC(=O)C12OCC34C(CC5C(C)=C(O)C(=O)CC5(C)C3C(O)C1O)OC(=O)C(OC(=O)/C=C(\C)C(C)C)C24 (stereo not given)
 : 86*	101*	46	13	nt	96*	0	-2
O=C(O)[C@H]1C[C@@H]1[C@H](NP(=O)(c1ccccc1)c1ccccc1)c1ccccc1
 : 0	-7	-12	7	6	11	1	-2
CC(C)(C)C(=O)O[C@H]1CC[C@@]2(C)C(=CC(=O)C3C2CC[C@]2(C)C(=O)[C@@H](F)CC32)C1 (stereo not given in full)
 : 2	0	1	-9	0	6	0	-1
CN1C(C(=O)N2CCC3(CC2)OCCO3)=CC(c2ccc(F)cc2)=NS1(=O)=O
 : 1	15	nt	-2	5	3	2	2
CCC(=O)N1CC(=O)Nc2ccc(F)cc2C1c1ccc(F)cc1 (stereo not given)
 : 9	10	6	9	-6	7	-4	0
C[C@]12CC[C@H](N)CC1=CCC1C2CC[C@@]2(C)C1CC[C@@H]2O (stereo not given in full)
 : 29	0	14	-4	nt	nt	-1	-3
Cc1ccccc1C1=NCC(=S)Nc2ccc(Cl)cc21
 : -6	nt	nt	-5	-3	1	nt	nt
COc1ccc(OC(=O)N(C)C[C@H]2OCc3ccccc3-c3c(n(C)c4ccccc34)C(=O)N([C@H](C)CO)C[C@H]2C)cc1
 : -173	-8	0	-2	nt	0	0	3
COc1ccc(-c2nc3ccccc3c(=O)o2)cc1
 : nt	14	-31	-14	-2	-74	-4	-13
Cc1cc(N2CCNC[C@@H]2C)ccc1N1CCN[C@@H](C)C1
 : nt	-7	-5	4	nt	-9	9	-1
CN(C)CC1CCCCC1OC(=O)Cc1ccc(Cl)c([N+](=O)[O-])c1 (stereo not given)
 : 0	10	10	6	1	23	15	10
CN1CCC2(CC1)c1ccccc1-c1ccccc12
 : nt	nt	1	1	0	3	-10	6
c1ccc2c(c1)[IH]c1ccccc1-2
 : 31	-9	31	13	-5	64*	0	1
c1ccc2c(CCN3CCCCC3)c[nH]c2c1
 : nt	16	10	6	nt	28	-1	9
C[C@]12CCC3C(CC[C@@H]4C[C@@H](O)CC[C@]34C)C1CC[C@@H]2O (stereo not given in full)
 : nt	9	7	4	2	-44	1	-1
COC(=O)C1=C(c2cc3ccccc3o2)C[C@@H]2CC[C@H]1N2C(=O)NCc1ccc(C(F)(F)F)cc1
 : nt	28	3	-3	1	1	7	6
C=CCC1([C@@H](C)CCC)C(=O)NC(=O)NC1=O
 : -13	24	-3	nt	-1	nt	1	-3
CC1CC(C)CN(C(=O)COC(=O)c2cn(C)c3ccccc23)C1 (stereo not given)
 : 2	-7	-10	2	-2	14	5	5
